CXXC DNA block – MLL CXXC-DNA interaction inhibition. Q03164. MLL-CXXC / FITC-HOXA9 DNA fluorescence polarization. Potency, µM (titrated, usually from 115 µM), for the others: top-dose activity change, negative = inhibition, most hits filed as inhibitors. actives 0.037% (n = 290,000); active = well fitted inhibition curve with a large enough effect in the polarisation, with a control signal flat, not every such curve was filed as active; inconclusive = small, poorly fitted or top-dose-only effect, or effect the other way, or a change in a side signal; inactive = no such curve, though single readings can be large or run the other way; the % refers to the polarisation; note: potency is the fitted concentration of half-maximal effect
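Fluorescence polarization: 7 uM MLL-CXXC (stock) preincubated 5 min with compounds, then 50 nM fluorescein-HOX-A9 DNA (stock) added; 30 min ambient. Buffer 50 mM Tris-HCl pH 7.5, 50 mM NaCl, 1 mM DTT, 0.05% BSA.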
a7 integrin act – activators of alpha7 integrin expression for muscular dystrophy; AID 624291; actives 0.064% (n = 350,000); alpha7betagal myoblasts, beta-gal FDG fluorescence, 48 h; Potency, µM (top dose mostly 38.3 µM), inactives show at the highest dose activation, most hits filed as activators;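 note: potency is the fitted concentration of half-maximal effect; 100% = response of the positive control SU9516; nearly all actives have a fitted effect of over 60% in size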
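Alpha7betagal+/- myoblasts (passage 13) were plated 16-24 hr, then exposed to compounds (1:260 dilution of DMSO stock) for 48 hours at 37C. After MPER lysis, β-galactosidase reporter activity was read as FDG fluorescence (ex 480/em 540) after 30 minutes.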
Mito fusion act – blocks mitochondrial division or promotes mitochondrial fusion. S. cerevisiae fusion-defective mutant growth rescue, CellTiterGlo 48 h. Potency, µM (highest dose often 46.1 µM), inactives show at the top dose growth rescue (activation), actives largely listed as activators. actives 0.23% (n = 320,000);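 note: potency is the fitted concentration of half-maximal effect; % of control where 0% means no effect; nearly all actives have a fitted effect of over 45% in size; temperature-sensitive fusion mutants such as fzo1-1 at 37 °C on non-fermentable ethanol glycerol medium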
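Luminescent cell viability in 1536-well qHTS format served as the measure of rescued growth in ts fusion-mutant S. cerevisiae cultured on non-fermentable YPEG for 48 hours at 37C.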
TSHR antag – human thyrotropin receptor antagonism | TSHR-expressing cells, TSH-stimulated cAMP HTRF, 2 h; hits give low values | activity change, negative = inhibition, % at 11.5 µM | actives 0.2% (n = 330,000);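 active = activity change below a set negative limit, meaning inhibition stronger than a set level, cut at about -70% in these data; inconclusive = activity change between two set negative limits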; note: % is set by controls: 0 for no effect and ±100 for the full control effect
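Read-out is FRET at 665 nm (cryptate excitation 337 nm) from a cryptate-tagged anti-cAMP antibody, competed by cell cAMP against cAMP-d2. Compounds are tested on freshly harvested TSHR cells challenged with 4nM TSH (EC80) for 2 hours at 37 deg C.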
ASM inhibitor – inhibitors of human secretory acid sphingomyelinase | placental ASM, HMU-PC fluorogenic substrate, 60 min | P17405 | actives 0.006% (n = 340,000) | Potency, µM (top dose mostly 57.5 µM), without a hit: at the highest dose activity change, negative = inhibition, actives largely listed as inhibitors | AID 504937; note: potency is the fitted concentration of half-maximal effect
Target sequence (P17405 47-631 limits assumed): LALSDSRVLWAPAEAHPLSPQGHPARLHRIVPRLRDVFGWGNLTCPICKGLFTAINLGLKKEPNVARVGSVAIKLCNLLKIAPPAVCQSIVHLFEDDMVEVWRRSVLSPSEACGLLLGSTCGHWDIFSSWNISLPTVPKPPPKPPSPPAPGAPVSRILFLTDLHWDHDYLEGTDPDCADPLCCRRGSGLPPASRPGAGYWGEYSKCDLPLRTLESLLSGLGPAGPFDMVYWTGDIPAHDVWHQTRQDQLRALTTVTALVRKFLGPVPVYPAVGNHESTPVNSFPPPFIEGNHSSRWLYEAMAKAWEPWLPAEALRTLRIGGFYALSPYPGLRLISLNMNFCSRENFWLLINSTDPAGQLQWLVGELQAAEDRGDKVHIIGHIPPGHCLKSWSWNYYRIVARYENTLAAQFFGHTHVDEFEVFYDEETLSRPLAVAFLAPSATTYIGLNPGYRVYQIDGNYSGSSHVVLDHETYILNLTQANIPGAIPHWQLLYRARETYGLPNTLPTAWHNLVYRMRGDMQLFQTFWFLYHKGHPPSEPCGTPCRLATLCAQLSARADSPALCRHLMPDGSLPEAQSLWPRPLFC
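Fluorescence read-out (Ex 386 nm, Em 447 nm) after stopping the reaction at pH 10. Enzyme: ASM from human placenta; substrate HMU-PC0, 9 uM final; 60 min, 37 °C. Compound preincubation 10 min, ambient temperature.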
TCR act – activators of T cell receptors; primary human leukocytes, anti-CD3, IL-2 HTRF, 48 h; Potency, µM (titrated, usually from 9.22 µM), without a hit: at the top dose activation of IL-2 secretion, most hits filed as activators; 330,000 tested, under 10 active; AID 504894; note: % of control where 0% means no effect
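Primary human leukocytes incubated 48 hr with anti-CD3 beads plus compound, without co-stimulation. Secreted IL-2 measured by HTRF (europium cryptate/d2 anti-IL-2 pair, 320 nm excitation, 665 nm emission).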
MBNL1-CUG inh – MBNL1-poly(CUG) RNA binding inhibition. AID 2675. Potency, µM (top dose mostly 57.5 µM), for inactives: at the top dose activity change, negative = inhibition, usual class: inhibitors. TR-FRET MBNL1-His/biotin-(CUG)12 binding, 665/545 ratio. actives 0.036% (n = 280,000). Q9NR56; active = well fitted inhibition curve with a large enough effect in the signal ratio, with a control signal flat, not every such curve was filed as active; inconclusive = small, poorly fitted or top-dose-only effect, or effect the other way, or a change in a side signal; inactive = no such curve, though single readings can be large or run the other way; the % refers to the signal ratio; note: potency is the fitted concentration of half-maximal effect; % is set by controls: 0 for no effect and ±100 for the full control effect
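Ratiometric TR-FRET (665 over 545 nm, excitation 340 nm) tracks disruption of MBNL1-His/biotin-(CUG)12 complex after 60 min at room temperature, with compounds at 92 nM to 58 uM final.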
TSG101-PTAP inh – blocks PTAP/TSG101 interaction to inhibit HIV-1 budding. Q99816. Fluorescence polarization, FITC-PTAP peptide / Tsg101 binding. Potency, µM (highest dose often 115 µM), inactives show at the top dose activity change, negative = inhibition, most hits filed as inhibitors. 340,000 tested, under 10 active. AID 493005; active = well fitted inhibition curve with a large enough effect in the main read-out, with a control signal flat, not every such curve was filed as active; inconclusive = small, poorly fitted or top-dose-only effect, or effect the other way, or a change in a side signal; inactive = no such curve, though single readings can be large or run the other way; note: potency is the fitted concentration of half-maximal effect; % of control where 0% means no effect
Target sequence (Q99816 whole entry, looked up): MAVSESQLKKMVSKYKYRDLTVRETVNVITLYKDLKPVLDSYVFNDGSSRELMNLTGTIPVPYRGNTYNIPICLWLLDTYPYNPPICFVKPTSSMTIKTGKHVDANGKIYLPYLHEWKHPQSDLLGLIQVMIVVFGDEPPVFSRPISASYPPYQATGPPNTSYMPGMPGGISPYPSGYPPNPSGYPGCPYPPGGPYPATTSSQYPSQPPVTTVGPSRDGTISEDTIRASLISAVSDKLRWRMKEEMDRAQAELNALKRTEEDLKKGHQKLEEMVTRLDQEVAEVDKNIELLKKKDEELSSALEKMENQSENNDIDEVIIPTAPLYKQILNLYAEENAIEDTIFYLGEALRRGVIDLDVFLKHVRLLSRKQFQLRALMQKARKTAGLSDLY
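Fluorescence anisotropy tracks displacement of a FITC-tagged PTAP peptide (50 nM) from the Tsg101 binding domain (10 uM), following a 20 min room-temperature incubation at pH 7.5.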
A-T KAP1 phos – potential ataxia-telangiectasia treatments restoring KAP-1 phosphorylation | […] A-T fibroblasts, KAP-1 phosphorylation AlphaLISA; neocarzinostatin DNA damage 30 min before lysis | Potency, µM (titrated, usually from 57.5 µM), inactives show at the top dose activation, actives largely listed as activators | actives 0.19% (n = 320,000); note: potency is the fitted concentration of half-maximal effect; % of control where 0% means no effect; nearly all actives have a fitted effect of over 45% in size
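hTERT-immortalized A-T patient fibroblasts ([…]), 500 cells/well in OPTI-MEM, 1% FBS, got compounds for 60 min, then NCS for 30 min at 37C. Lysates were then assayed for phospho-KAP-1 by AlphaLISA (anti-pKAP1 donor, anti-KAP1 acceptor beads), 6 hr at 25C.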
Menin MLL FP TR – inhibitors of human menin-MLL interaction, mutant MLL peptide; O00255; Menin + Texas Red MLL mutant peptide, fluorescence polarization; Potency, µM (highest dose often 61.6 µM), for the others: top-dose FP activity change, negative = inhibition, actives largely listed as inhibitors; actives 0.23% (n = 270,000); AID 1768; active = well fitted inhibition curve with a large enough effect in the polarisation, with a control signal flat, not every such curve was filed as active; inconclusive = small, poorly fitted or top-dose-only effect, or effect the other way, or a change in a side signal; inactive = no such curve, though single readings can be large or run the other way; the % refers to the polarisation; note: potency is the fitted concentration of half-maximal effect; % of control where 0% means no effect; many of its hits are not listed in these tables
The depositor's hits bear a star; ? = inconclusive; · = not tested or not shown; [ ] = another dose, or the depositor's remark. Unless noted, calls come from the whole dose curve; as a rule, active = well fitted curve in the direction sought with a large enough effect; inconclusive = small, poorly fitted or top-dose-only effect, or another doubt; inactive = no such curve, though single readings can be large; an effect the other way counts as inactive or inconclusive.

| SMILES | CXXC DNA block | a7 integrin act | Mito fusion act | TSHR antag | ASM inhibitor | TCR act | MBNL1-CUG inh | TSG101-PTAP inh | A-T KAP1 phos | Menin MLL FP TR |
| --- | --- | --- | --- | --- | --- | --- | --- | --- | --- | --- |
| COc1ccc([C@@H]2CC=C(C(=O)O)[C@H](c3ccc(Cl)cc3)N2S(=O)(=O)c2ccc(Cl)cc2)cc1 | · | 11% | -5% | -20 | -6% | -1% | · | -5% | -2% | · |
| CCOc1ccc(N2CC(C(=O)NC3CCCCCC3)CC2=O)cc1 (centres undefined) | -4% | -5% | -1% | 1 | 6% | -6% | -2% | -10% | -4% | 0% |
| COC(=O)c1ccccc1NC(=O)N1c2ccccc2CC1C (centres undefined) | -3% | ? | 28% | -6 | -5% | -3% | -4% | -3% | 16% | -9% |
| O=C(Nc1c(-c2ccc(F)cc2)nc2ccccn12)c1ccc(F)cc1 | 27% | 16% | -11% | 1 | -2% | 3% | 7% | 0% | 11% | 29% |
| CC1=Nc2cc(C(=O)NCCCN3CCOCC3)ccc2Sc2c(C)ccc(C)c21 | 22% | -2% | -5% | 6 | -3% | 3% | 0% | -6% | 2% | -25% |
| Clc1ccc(C2CC(c3ccco3)n3ncnc3N2)cc1Cl (centres undefined) | 16% | -10% | 11% | 2 | -1% | -1%[46.1 µM] | 8% | -4% | 0% | 3% |
| Cc1c(C(=O)N2CCN(C)CC2)oc2ccc(S(=O)(=O)N3CCOCC3)cc12 | -2% | -2% | -1% | 3 | -2% | · | 0% | -2% | 1% | 0% |
| Cc1ccc(OCCn2cnc3sc(C(N)=O)c(C)c3c2=O)cc1 | 9% | · | 6% | 10 | · | · | 39%[activator] | · | 6% | -6% |
| CCN(Cc1ccccc1)C(=O)CCS(=O)(=O)c1ccc2c(c1)n(C)c(=O)c(=O)n2C | · | -2% | 1% | 3 | 4% | -5% | -5% | -4% | 2% | 2% |
| NC(=O)c1c(NC(=O)c2ccccc2)sc2c1CCC2 | 5% | -8% | -1% | -8 | -4% | -8% | 309%[activator] | 1% | 20% | ? |
| CSc1nc(N)c(C(=O)Nc2ccc([N+](=O)[O-])cc2)s1 | 20% | 0% | 1% | -12 | 2% | 7% | ? | -2% | 2% | ? |
| O=C(CNCc1ccc(F)cc1)Nc1ccccc1-c1ccccc1 | 1% | 6% | 12% | 10 | -2% | 7%[46.1 µM] | 15% | -2% | 4% | -1% |
| O=C(NCc1ccc(F)cc1)c1ccc(Br)o1 | -3% | -1% | -4% | -2 | 1% | 14% | -11% | 0% | 5% | -2% |
| CCCCn1c(N)c(N(CC(C)C)C(=O)C2CCN(S(=O)(=O)c3ccc(C)c(C)c3)CC2)c(=O)[nH]c1=O | -17% | 2% | 0% | 15 | 20% | -7% | -2% | 1% | 7% | ? |
| CCCCN(C(=O)C(C)Oc1ccc(Cl)cc1)c1c(N)n(CCCC)c(=O)[nH]c1=O (centres undefined) | · | 13% | -3% | -1 | 15% | -3% | · | -2% | -8% | · |
| Cn1c(N)c(C(=O)COC(=O)/C=C/c2ccc(OC(F)F)cc2)c(=O)n(C)c1=O | -3% | -20% | 10% | -12 | 3% | -1% | 16% | -2% | -1% | ? |
| C[C@H](CO)N1C[C@H](C)[C@@H](CN(C)C(=O)Nc2ccc3c(c2)OCO3)Oc2ccc(NS(=O)(=O)c3ccccc3)cc2C1=O | · | -4% | · | -8 | 4% | -8% | · | -4% | -3% | · |
| N#C/C(C(=O)NCc1ccccc1)=C1/N=C(NC(=O)c2ccco2)c2ccccc21 | 6% | ? | 2% | -10 | -9% | -2% | · | -4% | 7% | · |
| COc1cc(C(=O)Oc2ccc(Br)cc2C(=S)N2CCOCC2)cc(OC)c1OC | 60%[activator] | -3% | 0% | -1 | -4% | 2% | -1% | 0% | -4% | 3% |
| CN1CCN(CCNC(=O)Nc2ccccc2C(F)(F)F)CC1 | -3% | 12% | -3% | -1 | 0% | -4% | -7% | -6% | 3% | 3% |
| CC(=O)c1ccc(OC(=O)c2ccc(-n3nc(C)cc3C)cc2)cc1 | -6% | -2% | 2% | -7 | -1% | -9% | -10% | -1% | 2% | 1% |

Already shown: entries from further up.
| SMILES | CXXC DNA block | a7 integrin act | Mito fusion act | TSHR antag | ASM inhibitor | TCR act | MBNL1-CUG inh | TSG101-PTAP inh | A-T KAP1 phos | Menin MLL FP TR |
| --- | --- | --- | --- | --- | --- | --- | --- | --- | --- | --- |
| CN1CCN(CCNC(=O)Nc2ccccc2C(F)(F)F)CC1 | -3% | 12% | -3% | -1 | 0% | -4% | -7% | -6% | 3% | 3% |
| CC(=O)c1ccc(OC(=O)c2ccc(-n3nc(C)cc3C)cc2)cc1 | -6% | -2% | 2% | -7 | -1% | -9% | -10% | -1% | 2% | 1% |

Pulled one by one from the entries so far, 2 records:
| SMILES | CXXC DNA block | a7 integrin act | Mito fusion act | TSHR antag | ASM inhibitor | TCR act | MBNL1-CUG inh | TSG101-PTAP inh | A-T KAP1 phos | Menin MLL FP TR |
| --- | --- | --- | --- | --- | --- | --- | --- | --- | --- | --- |
| O=C(CNCc1ccc(F)cc1)Nc1ccccc1-c1ccccc1 | 1% | 6% | 12% | 10 | -2% | 7%[46.1 µM] | 15% | -2% | 4% | -1% |
| CCCCN(C(=O)C(C)Oc1ccc(Cl)cc1)c1c(N)n(CCCC)c(=O)[nH]c1=O (centres undefined) | · | 13% | -3% | -1 | 15% | -3% | · | -2% | -8% | · |

In the list so far, 3 contain a Cl atom.
| SMILES | CXXC DNA block | a7 integrin act | Mito fusion act | TSHR antag | ASM inhibitor | TCR act | MBNL1-CUG inh | TSG101-PTAP inh | A-T KAP1 phos | Menin MLL FP TR |
| --- | --- | --- | --- | --- | --- | --- | --- | --- | --- | --- |
| COc1ccc([C@@H]2CC=C(C(=O)O)[C@H](c3ccc(Cl)cc3)N2S(=O)(=O)c2ccc(Cl)cc2)cc1 | · | 11% | -5% | -20 | -6% | -1% | · | -5% | -2% | · |
| Clc1ccc(C2CC(c3ccco3)n3ncnc3N2)cc1Cl (centres undefined) | 16% | -10% | 11% | 2 | -1% | -1%[46.1 µM] | 8% | -4% | 0% | 3% |
| CCCCN(C(=O)C(C)Oc1ccc(Cl)cc1)c1c(N)n(CCCC)c(=O)[nH]c1=O (centres undefined) | · | 13% | -3% | -1 | 15% | -3% | · | -2% | -8% | · |

Not all compounds are listed; rates above refer to the full screens.
